Source: PubChem
Bfl-1 Bim block – inhibitors of Bim binding to Bfl-1, primary screen, biochemical, multiplexed, bead-based flow cytometry; Bim-Bfl-1 binding inhibition; inhibition, % at 10 µM; 0.12% of 190,000 active;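 note: 0% = wells without compound plus tracer and 100% = blocker peptide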
Bim-Bcl-2 – inhibitors of Bim-Bcl-2 binding, primary screen, biochemical, multiplexed, human Bcl-2 family; 0.06% of 190,000 active; inhibition, % at 10 µM; Bead-based flow cytometry, Bim peptide-Bcl-2 binding; Apoptosis regulator Bcl-2 (Homo sapiens), P10415; in the data active = inhibition above about 40%; inconclusive = no clear call, values can overlap the other calls;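 note: 0% = no compound wells with probe peptide and 100% = reference peptide inhibitor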
Target sequence (P10415 whole entry, looked up): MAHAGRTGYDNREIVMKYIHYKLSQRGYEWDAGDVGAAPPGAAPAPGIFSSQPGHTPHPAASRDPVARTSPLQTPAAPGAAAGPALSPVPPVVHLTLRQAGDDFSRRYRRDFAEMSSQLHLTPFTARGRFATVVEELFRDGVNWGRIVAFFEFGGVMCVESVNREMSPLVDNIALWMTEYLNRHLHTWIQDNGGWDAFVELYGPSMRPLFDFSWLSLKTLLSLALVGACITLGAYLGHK
Mcl-1 Bim block – inhibitors of Bim peptide binding to Mcl-1, primary screen, biochemical, bead-based flow cytometry, multiplex; inhibition, % at 10 µM; Bim peptide-Mcl-1 binding; 0.1% of 190,000 active; Induced myeloid leukemia cell differentiation protein Mcl-1 (Homo sapiens), Q07820;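 note: 0% = no compound tracer wells and 100% = peptide blocker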
Bim-Bcl-B – inhibitors of Bim-Bcl-B binding, primary screen, biochemical, multiplexed, human Bcl-2 family. Bcl-2-like protein 10 (Homo sapiens), Q9HD36. bead-based flow cytometry, Bim peptide-Bcl-B binding. inhibition, % at 10 µM. 0.073% of 190,000 active. AID 951, 2007;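 note: 0% = tracer peptide without compound and 100% = reference inhibitor peptide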
Target sequence (Q9HD36 whole entry, looked up): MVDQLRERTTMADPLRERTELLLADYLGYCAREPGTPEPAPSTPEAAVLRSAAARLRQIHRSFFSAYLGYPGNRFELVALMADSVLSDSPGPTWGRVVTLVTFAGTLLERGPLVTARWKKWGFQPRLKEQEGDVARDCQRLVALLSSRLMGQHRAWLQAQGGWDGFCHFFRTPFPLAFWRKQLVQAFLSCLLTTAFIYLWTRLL
GSH fluor – compound fluorescence on glutathione beads, profiling panel, artefact control, biophysical, 488/530 nm, flow cytometry; GSH beads flow cytometry, compound fluorescence 488/530 nm; hits give high values; fluorescence (KMESF) at 10 µM; 0.25% of 190,000 active; AID 1776, 2009; in the data active = fluorescence above about 89;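 note: glutathione beads carrying GST-tagged Bcl family fusion proteins plus one bare bead set; values are compound well signal with DMSO vehicle wells as background; inactives centre near 16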
Bim-Bcl-XL – inhibitors of Bim-Bcl-XL binding, primary screen, biochemical, multiplexed, bead flow cytometry, human Bcl-XL; 0.04% of 190,000 active; AID 1007, 2008; Bim peptide-Bcl-XL binding, fluorescence; Bcl-2-like protein 1 (Homo sapiens), Q07817; inhibition, % at 10 µM
Target sequence (Q07817 whole entry, looked up): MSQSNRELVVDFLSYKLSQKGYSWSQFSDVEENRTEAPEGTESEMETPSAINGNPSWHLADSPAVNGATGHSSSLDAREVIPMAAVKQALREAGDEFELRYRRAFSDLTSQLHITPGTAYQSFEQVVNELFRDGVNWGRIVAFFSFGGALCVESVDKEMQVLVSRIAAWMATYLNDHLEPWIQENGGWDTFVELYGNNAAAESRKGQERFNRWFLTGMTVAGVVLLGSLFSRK
RGS4-Gao reg – modulators of RGS4 binding to Galphao, primary screen, biochemical, multiplexed bead flow cytometry; Guanine nucleotide-binding protein G(o) subunit alpha (Homo sapiens), P09471; actives lie on both sides; binding response (% of control), % at 10 µM; 0.33% of 220,000 active; in the data active = binding response below about 49% or above about 150%; inactive = in between;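 note: fluorescent Galphao activated with aluminum fluoride binding bead-coupled RGS4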
Bim-Bcl-W – inhibitors of Bim binding to Bcl-W, primary screen, biochemical, multiplexed, bead-based flow cytometry; Bcl-2-like protein 2 (Homo sapiens), Q92843; Bim peptide-Bcl-W binding; inhibition, % at 10 µM; 0.02% of 190,000 active; AID 952, 2007;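 note: 0% = bound tracer without compound and 100% = peptide blocker; higher means less fluorescent Bim peptide bound to Bcl-W beads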
Target sequence (Q92843 whole entry, looked up): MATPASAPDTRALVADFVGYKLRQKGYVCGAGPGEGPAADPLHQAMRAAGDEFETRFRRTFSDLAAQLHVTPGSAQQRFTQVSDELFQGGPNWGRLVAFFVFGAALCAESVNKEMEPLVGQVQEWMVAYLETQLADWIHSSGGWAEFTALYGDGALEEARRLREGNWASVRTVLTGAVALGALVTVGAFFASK
Mcl1-Bid inh – Mcl-1/Bid binding inhibitors, primary screen, biochemical, TR-FRET, 1536-well; Induced myeloid leukemia cell differentiation protein Mcl-1 (Homo sapiens), Q07820; TR-FRET Mcl-1/Bid-Dy647 peptide binding; inhibition, % at 21.7 µM; 0.97% of 220,000 active;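 active = compounds that cut the binding signal by more than half at the single screening dose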;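 note: His-tagged Mcl-1 with europium anti-His antibody binding Bid BH3 peptide; 0% = Mcl-1 plus peptide wells and 100% = peptide-only wells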
RGS7-Gao reg – RGS7-Galphao binding modulators, primary screen, biochemical, multiplexed bead flow cytometry; AID 1439, 2008; Guanine nucleotide-binding protein G(o) subunit alpha (Homo sapiens), P09471; 0.35% of 220,000 active; actives lie on both sides; binding response (% of control), % at 10 µM; in the data active = binding response below about 49% or above about 150%; inconclusive = no clear call, values can overlap the other calls; inactive = in between;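 note: fluorescent Galphao held in activated GDP-AlF4 state binding bead-coupled RGS7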
RGS8-Gao reg – RGS8-Galphao binding modulators, primary screen, biochemical, multiplexed bead flow cytometry; actives lie on both sides; response (percent of control binding), % at 10 µM; 0.34% of 220,000 active; in the data active = response below about 60% or above about 140%; inactive = in between;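 note: Galphao activated as the GDP aluminium fluoride complex binding bead-coupled RGS8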
* marks the source's active call; other numbers are inactive results; ? = inconclusive; / = no result given; & = joins results of further samples. Cut-off read from the data, not from the text of the source, unless noted: active = inhibition above about 40%. Rows are unselected; overall some 1.8% were active at least once.

SMILES	Bfl-1 Bim block	Bim-Bcl-2	Mcl-1 Bim block	Bim-Bcl-B	GSH fluor	Bim-Bcl-XL	RGS4-Gao reg	Bim-Bcl-W	Mcl1-Bid inh	RGS7-Gao reg	RGS8-Gao reg
CCCCCCCCOC1OC(CO)C(O)C(O)C1NC(C)=O (stereo not drawn)	-15	-11	-4	-9	31	-12	105	0	-28	103	104
Fc1ccc(-c2nc3n(n2)Cc2ccccc2-3)cc1	-15	-10	2	-7	50	-2	95	1	-38	99	99
CC(=O)c1cccc(N=Nc2c(C)[nH]c3ccccc23)c1	-7	-9	-5	-11	9	-6	103	-3	-21	101	102
COc1ccc(Cl)cc1C(=O)Nc1ccccc1N1CCN(C)CC1	-10	-8	0	-5	11	-3	96	0	-8	94	97
CC(=O)C(/C=N/c1cc(-c2ccc(C)cc2)nn1-c1ccccc1)=C(\C)O	0	0	-3	-3	21	0	100	-5	-28	103	106
CCn1c(SCC(=O)Nc2ccc(OC)c(OC)c2)nnc1-c1c[nH]c2ccccc12	-10	-10	1	-1	17	-3	99	2	-28	103	98
O=C(COc1ccc(-c2ccccc2)cc1)NN=C1CCCC1	-3	-2	0	-4	11	-2	105	0	-21	108	102
CC(Oc1ccc(Cl)cc1Cl)C(=O)NCCCN1CCOCC1 (stereo not drawn)	-6	-8	-7	-4	18	-8	96	-5	-35	97	119
O=C(CC(C(=O)N1CCc2ccccc21)n1ccnc1)NCC1CCCO1 (stereo not drawn)	-1	-3	-1	0	16	-2	103	-3	-18	103	103
COc1ccc(-n2nc3c(c2NC(=O)C2CCCC2)CS(=O)C3)cc1 (stereo not drawn)	-9	-7	0	-7	25	-1	104	0	-10	103	102
CC(C)OC(=O)CC12CN(C)CC(CC(=O)OC(C)C)(CN(C)C1)C2=O	-2	-2	-3	-2	13	-1	103	-2	-16	104	123
Cc1ccc(C(=O)NNC(=O)C2CCN(Cc3ccc(Cl)c(Cl)c3)CC2)cc1	-19	-12	-2	-8	25	-10	99	-1	-17	94	100

One compound at a time, as listed above. Values in the order: Bfl-1 Bim block, Bim-Bcl-2, Mcl-1 Bim block, Bim-Bcl-B, GSH fluor, Bim-Bcl-XL, RGS4-Gao reg, Bim-Bcl-W, Mcl1-Bid inh, RGS7-Gao reg, RGS8-Gao reg
Record of O=C(COc1ccc(-c2ccccc2)cc1)NN=C1CCCC1 = -3, -2, 0, -4, 11, -2, 105, 0, -21, 108, 102
Record of CCCCCCCCOC1OC(CO)C(O)C(O)C1NC(C)=O (stereo not drawn) = -15, -11, -4, -9, 31, -12, 105, 0, -28, 103, 104

New compounds follow.
SMILES	Bfl-1 Bim block	Bim-Bcl-2	Mcl-1 Bim block	Bim-Bcl-B	GSH fluor	Bim-Bcl-XL	RGS4-Gao reg	Bim-Bcl-W	Mcl1-Bid inh	RGS7-Gao reg	RGS8-Gao reg
Cc1c(NC(=O)CSc2nnc3sc4ccccc4n23)c(=O)n(-c2ccccc2)n1C	-8	-5	0	-3	14	-4	99	0	-18	105	100
O=c1c(-c2ccc(O)cc2O)coc2cc(O)cc(O)c12	-11	-5	-3	-3	20	-6	105	-3	-2	101	102
Cc1cc(C)n(C(=O)c2c([N+](=O)[O-])c(C)nn2C)n1	/	?	/	/	150*	/	93	/	-5	96	99
CCOc1ccc(Oc2ccc(Cl)cc2N)cc1	-3	-1	0	-3	17	-1	94	0	26	92	94
COCn1c(-c2ccc(OC)cc2)nc2ccccc21	-1	-2	-2	-1	11	-3	100	-1	1	97	100
CCOC(=O)CN1CC23C=CC(O2)C(C(=O)Nc2ccc(C(C)=O)cc2)C3C1=O (stereo not drawn)	-10	-9	-2	-8	22	-3	96	0	-19	93	97
CC1=C(C#N)C(c2ccccc2)C2=C(N1)c1ccccc1C2=O (stereo not drawn)	-2	0	-2	-10	24	-4	99	-3	-10	100	101
Cc1ccc(NC(=S)N/N=C2\CCCCC2C)cc1 (stereo not drawn)	-5	0	-3	-10	16	-1	101	-3	-137	?	100
Cc1nn(CCC(=O)NNC(=S)Nc2ccc(Cl)cc2)c(C)c1[N+](=O)[O-]	5	1	-5	1	65	-3	97	-7	-46	99	94
COc1ccccc1NC(=S)NNC(=O)c1cc(C)nn1C	-8	-8	-1	-9	41	1	104	3	-94	103	102
COc1ccc(CCNC(=O)c2ccc(CNS(=O)(=O)c3cc(C)ccc3C)cc2)cc1OC	-10	-8	0	-3	23	3	96	-1	-16	101	102
O=C(COC(=O)CCc1nc2ccccc2s1)Nc1cccc(S(=O)(=O)N2CCOCC2)c1	-10	-14	-110	-29	47	5	103	2	-44	104	102
COc1ccc(S(=O)(=O)NC(CC(=O)NCC2CCCO2)c2ccco2)cc1 (stereo not drawn)	-1	0	-2	2	28	-1	100	0	-16	98	102
N#CCCN1CCN(C(CNS(=O)(=O)c2ccc(Cl)cc2)c2ccccc2)CC1 (stereo not drawn)	-12	-5	-1	-5	45	0	107	0	-2	103	106
Cc1ccc(C(=O)c2coc3ccc(O)c(Cl)c23)cc1	0	2	1	1	13	0	104	0	-72	100	97
COc1ccccc1N1CCN(C(=O)CCNS(=O)(=O)c2ccc(Br)s2)CC1	1	-2	-5	-3	32	-4	99	-4	5	99	101
Cc1nc2ccc(NC(=O)c3ccc4ccccc4n3)cc2s1	-4	-5	1	-2	11	-2	101	2	45	106	104
CCOC(=O)c1ccc(N2C(=O)CC(Sc3nnc(C)s3)C2=O)cc1 (stereo not drawn)	-32	-13	-9	-15	26	-11	101	-5	-27	104	98
CCCCC/C=N\NC(=O)Cc1ccc([N+](=O)[O-])cc1	0	-6	-3	-11	15	-5	102	-7	-63	102	103
CCn1c(SCC(=O)c2cccs2)nnc1-c1cccs1	7	4	6	8	15	8	92	10	21	91	74
CCOC(=O)c1c(NC(=S)Nc2ccc(OC)cc2)sc2c1CCC2	-6	-4	-3	-15	17	-4	103	-3	-17	105	102
OC(COCCC12CC3CC(CC(C3)C1)C2)CN1CCCCC1 (stereo not drawn)	0	-1	2	-1	14	1	101	2	-5	103	105
O=C(N/N=C/c1ccc(OCc2cnc(Cl)s2)cc1)c1ccncc1	-3	0	1	-1	14	1	100	1	0	95	102
COc1ccc(N2C(=O)C3CCCN3C2c2ccc(Cl)cc2)cc1 (stereo not drawn)	-12	-9	-2	-7	27	-5	97	-3	-13	94	101
Cn1c(O)c(N=NC(=O)CNC(=O)c2ccco2)c2ccccc21	-7	-1	-8	-1	10	-1	102	-9	-16	99	101
CCOC(=O)CSc1nc(N)c2c3c(sc2n1)CCCC3	4	2	2	2	8	4	99	2	-25	102	101
COc1cc(/C=N/NC(=O)c2ccc3ccccc3c2)ccc1Oc1ccc([N+](=O)[O-])cn1	-5	-2	-1	-12	9	-8	101	-2	-5	96	100
Cc1nc2ccc([N+](=O)[O-])cc2[nH]1	0	0	1	0	12	-1	98	-3	-9	99	98
O=C1CC(C(=O)Nc2cccc(F)c2)n2ncnc2N1 (stereo not drawn)	-5	0	-4	-6	16	-3	106	-3	-2	103	100
Cc1cc(C)cc(NC(=O)C(OC(=O)c2ccc([N+](=O)[O-])o2)c2ccccc2)c1 (stereo not drawn)	0	2	-3	3	22	0	106	0	-3	107	99
O=C(Nc1cccc(S(=O)(=O)N2CCCCC2)c1)c1ccc(OCC2CCCO2)cc1 (stereo not drawn)	-2	0	0	-3	10	-3	107	-1	-6	99	102
NC(=O)c1ccc(NC(=O)CCCc2nc(-c3ccccc3Cl)no2)cc1	-12	-7	-1	-4	39	-3	105	-1	-32	101	100
Cc1csc(NC(=O)c2nn(C)c(C)c2[N+](=O)[O-])n1	0	-3	-4	-6	9	-4	100	-5	1	96	105
COc1cc2cc(CN(CCO)C(=O)c3cccs3)c(=O)[nH]c2cc1OC	-1	-2	-2	-2	10	-1	98	-1	-1	103	104
CCCN(CCC)CCNC(=O)C1c2ccccc2C(=O)N(CCOC)C1c1ccc(F)cc1 (stereo not drawn)	3	5	2	5	26	6	124	0	-16	127	126
CC1=NN(c2nc(-c3ccc(C)cc3)cs2)C(=O)C1N=Nc1cccc(C)c1 (stereo not drawn)	-3	-7	-4	-1	21	-3	106	0	-59	110	117
CCn1nc(C(=O)OCC(=O)NCC(C)C)c2ccccc2c1=O	-4	-2	0	-2	26	0	101	2	-16	102	102
O=c1ccc(Oc2nc(N3CCOCC3)nc(N3CCOCC3)n2)nn1-c1ccccc1	-9	-1	2	-2	20	-5	100	0	-34	100	99
O=C(O)c1ccc(Cl)c(NC(=O)C2CCCN2S(=O)(=O)c2cccc3nsnc23)c1 (stereo not drawn)	1	2	-4	-1	26	0	107	-1	9	107	107
Cc1n[nH]c(=O)n1-c1cccc(C(F)(F)F)c1	-1	-2	0	0	14	-2	89	1	-38	87	98
CC(NC(=O)c1cc(-c2ccc3c(c2)OCO3)nc2ccccc12)C(C)(C)C (stereo not drawn)	0	3	2	-6	12	0	54	0	-29	71	83
COCCN(C(=O)c1ccco1)c1nnc(-c2ccc(OC)cc2)s1	-2	-3	-5	-2	13	-4	98	-5	2	95	96
c1ccc(CC2CCN(C(c3cccs3)c3nnnn3C3CCCC3)CC2)cc1 (stereo not drawn)	-10	-7	2	-7	33	-5	104	1	-32	98	98
Cc1ccnc(NS(=O)(=O)c2ccc(NC(=O)C3CCCCC3C(=O)O)cc2)n1 (stereo not drawn)	-14	-1	2	-5	5	-7	104	0	-9	101	101
CCOC(=O)C1=C(C)Nc2ccccc2N=C1NC(=O)Cc1ccc(Br)cc1	-19	-14	-1	-9	10	-8	97	-4	-1	89	92
COc1ccc(C)cc1S(=O)(=O)N1CCN(Cc2ccccc2)CC1	-7	-5	-1	-7	24	-4	102	2	-25	99	103
CC(/C=C1\SC(=S)N(NC(=O)c2ccc(O)cc2)C1=O)=C\c1ccccc1	-11	-10	-2	-13	9	-3	97	-3	2	98	98
Cc1cc(O)cc(O[C@H]2OC(CO)[C@H](O)[C@@H](O)[C@H]2O)c1 (stereo partly drawn)	0	0	-5	-5	17	-4	103	1	-9	103	103
COc1ccc(C2=C(CN(C)C)C(c3ccccc3)c3ccccc3O2)cc1 (stereo not drawn)	-9&-14	-9&-7	-1&-4	-7&-10	17&24	-3&-9	100&99	1&0	-7&14	105&98	102&101
Cc1cc(-n2c(C)cc(C(=S)N3CCOCC3)c2C)ccc1Br	-8	-4	-3	-17	12	-7	98	-3	-50	100	100
CC(=Nc1ccccc1)C1=C(O)COC1=O	0	-3	-4	-4	11	2	98	-1	-20	98	93
O=C(Nc1cnccn1)Nc1ccc(Cl)cc1Cl	-2	-4	-1	-3	9	-5	/	-4	4	/	/
CCOC(=O)c1sc2nccc(OC)c2c1N=CNOC	-1	0	0	1	16	2	102	3	-11	106	104
Cc1cc(Cc2cc(C)c(N)cc2C)c(C)cc1N	-2	0	0	0	9	-2	96	-2	-41	100	102
